# NOD2 RIPK2 PPI = inhibitors of human NOD2-RIPK2 interaction. O43353. CHO BLA complementation NOD2-RIPK2, CCF4 ratio. inhibition, % at 4.98 µM. 0.38% of 360,000 active. AID 624267; in the data active means inhibition above about 21%;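 further: 0% = vehicle only and 100% = reference blocker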
# NCOA3 inh = inhibits human SRC3 coactivator | inhibition, % at 3.6 µM | 0.17% of 360,000 active | Q9Y6Q9 | AID 588352 | HEK293 GAL4-SRC3 luciferase reporter, luminescence;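 active means inhibition above a per-campaign cutoff, the mean of all compounds plus 3 SD, cut at about 60% in these data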;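 further: 0% = DMSO-treated cells and 100% = gossypol-treated cells at 36 µM; higher means less SRC3-driven luciferase light from the GAL4 reporter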
# ABHD5 PLIN5 PPI = blocks binding of human ABHD5 to perilipin-5. Q00G26+Q8WTS1. Split G. princeps luciferase complementation, luminescence, 4 h. inhibition, % at 4 µM. 0.78% of 360,000 active;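 active means inhibition above the mean inhibition across every tested compound plus 3 SD, cut at about 22% in these data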;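 further: 0% = DMSO only wells and the 100% control is not disclosed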
# Target sequence (Q00G26 whole entry, looked up): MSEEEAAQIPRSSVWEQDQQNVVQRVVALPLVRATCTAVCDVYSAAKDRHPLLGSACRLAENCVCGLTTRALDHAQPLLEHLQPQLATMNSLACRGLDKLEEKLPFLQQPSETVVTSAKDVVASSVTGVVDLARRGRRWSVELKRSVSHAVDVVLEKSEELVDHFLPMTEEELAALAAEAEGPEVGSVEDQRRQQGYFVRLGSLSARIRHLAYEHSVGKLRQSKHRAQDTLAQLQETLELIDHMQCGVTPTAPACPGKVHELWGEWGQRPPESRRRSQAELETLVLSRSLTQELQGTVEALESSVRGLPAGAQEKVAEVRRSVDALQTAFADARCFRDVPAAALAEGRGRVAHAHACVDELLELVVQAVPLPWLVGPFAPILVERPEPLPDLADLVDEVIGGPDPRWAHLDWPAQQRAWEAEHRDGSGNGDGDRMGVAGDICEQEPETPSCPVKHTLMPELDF
# Target sequence (Q8WTS1 whole entry, looked up): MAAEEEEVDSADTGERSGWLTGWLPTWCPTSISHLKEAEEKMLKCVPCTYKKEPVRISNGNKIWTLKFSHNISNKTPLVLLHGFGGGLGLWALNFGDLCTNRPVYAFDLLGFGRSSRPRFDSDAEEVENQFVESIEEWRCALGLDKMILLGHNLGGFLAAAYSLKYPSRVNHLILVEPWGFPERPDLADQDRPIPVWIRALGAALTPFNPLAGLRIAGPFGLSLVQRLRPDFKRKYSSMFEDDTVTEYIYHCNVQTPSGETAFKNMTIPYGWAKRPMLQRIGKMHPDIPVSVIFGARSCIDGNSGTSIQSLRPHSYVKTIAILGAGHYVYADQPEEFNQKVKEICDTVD
# MC4R antagonist = antagonists of human melanocortin 4 receptor (MC4R). P32245. MC4R-expressing cells, MTII-stimulated cAMP, LANCE TR-FRET. inhibition, % at 6.5 µM. 0.48% of 360,000 active. AID 540295;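 active means inhibition above its plate's cutoff, the mean of tested wells on that plate plus 3 SD, cut at about 29% in these data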;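 further: 0% = Melanotan II alone and 100% = Melanotan II plus saturating MCL0020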
#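 material = U2OS cells stably expressing human melanocortin 4 receptor (MC4R) | also added = Melanotan II challenge | dosing = single nominal compound dose of 6.5 µM | detection = TR-FRET with Eu-cAMP and labeled anti-cAMP, 671 nm | replication = singlicate | timing = compound 30 min, challenge 1 h, detection 1 h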
# TLR9-MyD88 inh = blocks human TLR9 binding to MyD88; CHO BLA complementation TLR9-MyD88, CCF4 FRET ratio; inhibition, % at 4.98 µM; AID 504734; 0.21% of 340,000 active; Q9NR96+Q99836;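 active means inhibition above the mean over all tested compounds plus 3 SD, cut at about 21% in these data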;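 further: 0% = DMSO only wells and 100% = clavulanate BLA inhibitor control wells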
# MC4R barr agon = agonists of human melanocortin 4 receptor (MC4R) beta-arrestin; P32245; U2OS MC4R beta-arrestin complementation, luminescence; percent of melanotan II response, DMSO zero; activation, % at 8.9 µM; 0.98% of 360,000 active;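 active means activation above a per-plate cutoff, the mean activation of sample wells on that plate plus 3 SD, cut at about 8% in these data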
# SRC2 inh = inhibits human steroid receptor coactivator 2; Q15596; HEK293 GAL4-SRC2 luciferase reporter, luminescence; 0.17% of 370,000 active; inhibition, % at 9 µM;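 active means inhibition above the mean inhibition of all tested compounds plus 3 SD, set per campaign, cut at about 52% in these data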;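 further: 0% = DMSO treated cells and 100% = cells given Gossypol at 36 µM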
# SRC1 inh = inhibitors of human steroid receptor coactivator 1 (SRC1); HEK293 GAL4-SRC1 luciferase reporter, luminescence; 0.12% of 360,000 active; inhibition, % at 3.6 µM; Q15788; AID 588354;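 active means inhibition above the campaign mean plus 3 SD, with each screening campaign given its own cutoff, cut at about 60% in these data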;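 further: 0% = DMSO treated cells and 100% = gossypol at 36 µM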
# COUP-TFII inh = NR2F2 (human) inhibition, primary screen. inhibition, % at 8.6 µM. 0.7% of 370,000 active. HEK293T NGFI-A luciferase reporter, luminescence. P24468;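 active means inhibition above a per-plate cutoff, mean inhibition of test wells between control levels plus 3 SD, cut at about 38% in these data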;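 further: cells cotransfected with COUP-TFII expression vector driving the NGFI-A reporter; 0% = median of COUP-TF2 test wells and 100% = reporter-only cells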
# NR5A2 inv ag = NR5A2 inverse agonism in reporter assay | AID 602396 | O00482 | 0.13% of 360,000 active | inhibition, % at 3.6 µM | HEK293T StAR-luciferase reporter, LRH-1 transfected, 24 h;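 active means inhibition above the mean inhibition of all tested compounds plus 3 SD, cut at about 73% in these data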;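 further: 0% = DMSO wells and 100% = reporter-only cells lacking LRH-1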
# EBV LMP1 NFkB = reduces LMP1-driven NF-kappaB luciferase signal; LMP1-induced NF-kappaB luciferase reporter cells, luminescence; inhibition, % at 12.5 µM; 0.69% of 350,000 active; AID 504558; in the data active means inhibition above about 41%;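 further: 0% = neutral control wells and 100% = reference inhibitor control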
# * hit, by the source's call; / = no result given; & = joins results of further samples. Only part of the results is shown. The share of hits here may be higher or lower than overall.
# Sequence of screens – NOD2 RIPK2 PPI, MC4R barr agon, TLR9-MyD88 inh, NR5A2 inv ag, MC4R antagonist, SRC1 inh, ABHD5 PLIN5 PPI, EBV LMP1 NFkB, SRC2 inh, NCOA3 inh, COUP-TFII inh
CCOC(=O)C1=C(C)NC(C)=C(C(=O)OCC)C1C(=O)OCC(=O)N1CCC(C)CC1
    -4&5, -0.4&-0.1, -4&-7, 23&-3, 8&5, 6&-45, 0&0, 18&-1, -16&-15, -8&2, -4&-7
COc1cccc(NC(=O)c2ccc(-n3cccn3)nc2)c1
    -12, -0.6, 3, -13, -2, -14, -1, 5, -16, -3, -6
CC(C)N(C(=O)[C@H]1C[C@H](CC(=O)NCCN2CCOCC2)C(=O)N2CCc3c([nH]c4ccc(Cl)cc34)[C@]12C)C(C)C
    4, -2.3, -10, 16, 10, -20, -2, 0, 20, -7, 9
COc1cc2c(cc1NC(=O)c1cccc(F)c1)CCCC2
    -2, -0.7, 1, -38, 6, -11, -8, -4, -30, -15, -16
CCC(Sc1nnc(C)s1)C(=O)Nc1nccs1 (stereo not given)
    6, -0.9, 2, 0, 10, -2, 6, -3, -7, -26, 23
COc1cccc(OCc2cc(C(=O)N3CCCC3c3ccccn3)no2)c1 (stereo not given)
    -14, -3.3, 3, -71, -5, -55, -4, -23, -92, -77, -42
COc1ccccc1CNC(=O)C(=O)NCC1CCCN1S(=O)(=O)c1cccs1 (stereo not given)
    -2, 0.2, 0, 6, 1, -1, 2, 2, 5, 18, -3
COc1ccccc1-c1c(C)oc2cc(OC(=O)c3ccco3)ccc2c1=O
    -3, -1.7, -9, 2, -4, -6, 7, 4, -13, 6, 5
O=C(Nc1ccc([N+](=O)[O-])cc1NC(=O)c1ccccc1)c1ccccc1
    -6, 4.5, 5, -4, 19, 0, 10, 4, 16, -31, -14
C#CCOCCOCCOCCNc1nc(N2CCN(C(=O)CCCCCCCCCCNC(=O)[C@H](CCCCN)n3cc(C[C@@H](C)CC)nn3)CC2)nc(N2CCN(C(=O)CCCCCCCCCCNC(=O)[C@@H]([C@H](C)O)n3cc(C)nn3)CC2)n1
    35*, -0.6, 15, 0, 44*, -2, 53*, -35, /, 7, /
O=C(NC1=NCCS1)c1cccc(F)c1
    -2, -2.8, /, -29, 3, -38, 3, /, -29, -21, -27
O=C(CNC(=O)c1sc2ccccc2c1Cl)NCc1cccnc1
    -7, -2.7, -1, 5, 9, -20, 0, 3, -16, -13, 8
COc1ccc(C(=O)COC(=O)CCNS(=O)(=O)c2ccc(NC(C)=O)cc2)c(OC)c1
    4, -1.3, -10, 12, 4, 16, 6, 4, -20, -12, -4
COc1ccc(C(=O)Nc2ccc3c(c2)OCCO3)cc1[N+](=O)[O-]
    4, 0.4, -5, -5, 3, -67, -1, 0, -14, -8, -42
O=C(O)c1ccc(N2CCN(C(c3ccccc3)c3ccccc3)CC2)c([N+](=O)[O-])c1
    -2, -0.1, -5, -5, 1, 3, -2, -2, -5, 3, 9

# (listing goes on)
# Sequence of screens – NOD2 RIPK2 PPI, MC4R barr agon, TLR9-MyD88 inh, NR5A2 inv ag, MC4R antagonist, SRC1 inh, ABHD5 PLIN5 PPI, EBV LMP1 NFkB, SRC2 inh, NCOA3 inh, COUP-TFII inh
CCn1c(=O)c2ccccc2n(Cc2ccc([N+](=O)[O-])cc2)c1=O
    -9, -2.2, -6, 8, -5, 4, -1, 1, 4, 1, 13
CC(Sc1nccn1C)C(=O)Nc1ccccc1 (stereo not given)
    -10, -2.3, -16, -1, 1, -25, -9, -22, -41, 3, 13
CN(C)c1ccc(/C=C2\NC(=S)N(Cc3ccccc3)C2=O)cc1
    10, -0.3, 13, 12, -8, -3, 6, -3, -38, -7, -12
C/C(=N/OCO/N=C(\C)c1ccccc1)c1ccccc1
    4, -2.0, 6, -7, 2, 5, -6, -7, 1, -11, 1
O=C(CCc1ccc(S(=O)(=O)N2CCOCC2)cc1)Nc1ccc2c(c1)OCCO2
    -6, -0.7, -7, 3, 0, 10, 9, -5, 9, 15, 1
COc1ccc(C2=CC(=O)CC(C)(C)C2)cc1
    5, -2.1, -6, 21, 1, -6, -11, -9, -10, -25, -12
S=C(Nc1ccccc1)N1CCn2c(nc3ccccc32)C1
    1, -0.6, -7, 1, 12, -20, -2, -8, -9, -3, -2
COc1cccc(-n2nnnc2SCC(=O)NCCc2ccc(OC)c(OC)c2)c1
    1, -1.4, -3, 8, 8, -11, 0, -5, -3, 13, 11
COc1cc(-n2c(-c3ccccc3)n[nH]c2=S)c(OC)cc1Cl
    2, -2.7, 2, 17, 2, 3, -7, 8, -6, 6, -2
CN1OC[C@@H]2CN[C@H](c3ccc(-c4ccc(C#N)cc4)cc3)C[C@@H]21
    -9, -0.1, 2, -157, 0, -79, 2, -26, -51, -90, -22
CC(C)(C)NC(=O)CSc1nnc(C2CC2)n1Cc1ccccc1
    4, -2.0, 2, -4, 3, -6, -2, 0, -15, -11, 2
COCC1CCCN(Cc2cn[nH]c2-c2cc3ccccc3o2)C1 (stereo not given)
    -1, -1.4, 4, 12, 0, -3, 2, 1, 21, 14, -5
Cc1ccc(S(=O)(=O)Nc2ccc(S(=O)(=O)Nc3nccs3)cc2)cc1C
    -10, -1.0, 1, -8, 1, -4, 3, -9, 4, 2, 3
NC(=O)c1nc(C2CCCCC2)nc2c1[nH]c(=O)n2-c1ccc(F)cc1
    0, -1.2, -9, 5, 5, -9, 0, -7, -19, -2, -10
COc1ccccc1CNc1nc(Nc2cccc(-c3cnco3)c2)c2sccc2n1
    -2, 4.3, /, 6, 24, 10, 8, /, -5, -9, 48*

# Rewritten with values ahead of the structure: 12 of the compounds above.
NOD2 RIPK2 PPI	MC4R barr agon	TLR9-MyD88 inh	NR5A2 inv ag	MC4R antagonist	SRC1 inh	ABHD5 PLIN5 PPI	EBV LMP1 NFkB	SRC2 inh	NCOA3 inh	COUP-TFII inh	Molecule
4	-2.0	6	-7	2	5	-6	-7	1	-11	1	C/C(=N/OCO/N=C(\C)c1ccccc1)c1ccccc1
-6	-0.7	-7	3	0	10	9	-5	9	15	1	O=C(CCc1ccc(S(=O)(=O)N2CCOCC2)cc1)Nc1ccc2c(c1)OCCO2
5	-2.1	-6	21	1	-6	-11	-9	-10	-25	-12	COc1ccc(C2=CC(=O)CC(C)(C)C2)cc1
1	-0.6	-7	1	12	-20	-2	-8	-9	-3	-2	S=C(Nc1ccccc1)N1CCn2c(nc3ccccc32)C1
1	-1.4	-3	8	8	-11	0	-5	-3	13	11	COc1cccc(-n2nnnc2SCC(=O)NCCc2ccc(OC)c(OC)c2)c1
2	-2.7	2	17	2	3	-7	8	-6	6	-2	COc1cc(-n2c(-c3ccccc3)n[nH]c2=S)c(OC)cc1Cl
-9	-0.1	2	-157	0	-79	2	-26	-51	-90	-22	CN1OC[C@@H]2CN[C@H](c3ccc(-c4ccc(C#N)cc4)cc3)C[C@@H]21
4	-2.0	2	-4	3	-6	-2	0	-15	-11	2	CC(C)(C)NC(=O)CSc1nnc(C2CC2)n1Cc1ccccc1
-1	-1.4	4	12	0	-3	2	1	21	14	-5	COCC1CCCN(Cc2cn[nH]c2-c2cc3ccccc3o2)C1 (stereo not given)
-10	-1.0	1	-8	1	-4	3	-9	4	2	3	Cc1ccc(S(=O)(=O)Nc2ccc(S(=O)(=O)Nc3nccs3)cc2)cc1C
0	-1.2	-9	5	5	-9	0	-7	-19	-2	-10	NC(=O)c1nc(C2CCCCC2)nc2c1[nH]c(=O)n2-c1ccc(F)cc1
-2	4.3	/	6	24	10	8	/	-5	-9	48*	COc1ccccc1CNc1nc(Nc2cccc(-c3cnco3)c2)c2sccc2n1

# Continued:
# Sequence of screens – NOD2 RIPK2 PPI, MC4R barr agon, TLR9-MyD88 inh, NR5A2 inv ag, MC4R antagonist, SRC1 inh, ABHD5 PLIN5 PPI, EBV LMP1 NFkB, SRC2 inh, NCOA3 inh, COUP-TFII inh
C/C(=N\NC(=O)C1CCCC1)c1ccc(Cl)cc1Cl
    3, -1.6, -4, 13, -4, 6, -5, 0, 2, 11, -11
CCN(C(=O)CSc1ncccc1C(=O)Oc1cccc([N+](=O)[O-])c1)c1cccc(C)c1
    4, -0.6, -9, -5, 10, -5, -2, 1, -15, 6, 20
CCOc1ccc2[nH]c(=S)sc2c1
    -12, /, /, -92, /, -64, -7, /, -35, -67, -16
O=C(CCCn1c(=S)[nH]c2ccccc2c1=O)NC1CCCC1
    -20, 1.6, -1, 9, -4, 13, 4, -4, -13, 24, 11
COCCNC(=O)C1(C)CCCN(Cc2cc(C(F)(F)F)ccc2Cl)C1 (stereo not given)
    1, -2.4, /, 14, -3, 12, -5, /, 22, 4, -5
O=C(NN1C(=O)C2C(c3ccccc3)C=CC(c3ccccc3)C2C1=O)c1cccc(Br)c1 (stereo not given)
    -4, 1.9, 13, 8, 11, 5, -1, 3, -6, 17, -9
CCCCOc1ccc(S(=O)(=O)NCc2csc(C)n2)cc1
    -12, -0.9, -7, 33, 19, 16, -1, 1, -2, 7, 24
Cc1cc(C(=O)NC(CC(C)C)C(=O)O)cc(C)c1[N+](=O)[O-] (stereo not given)
    0, -1.8, -9, 2, 7, -20, -1, 8, 6, 12, 7
COc1cc([N+](=O)[O-])ccc1NC(=O)C[n+]1ccccc1
    1, -1.9, -5, 54, 16, 11, 1, -5, -3, 6, 13
COc1ccc(CNC(=O)c2ccc(-c3c(C)noc3C)c3ccoc23)cc1OC
    5, 0.4, /, 24, 15, -2, -2, /, -10, 8, -53
COc1ccc(N2CCN(C(=O)c3ccc(S(=O)(=O)NCc4ccco4)cc3)CC2)cc1
    -3, -1.5, -2, 0, -7, 1, 5, 3, -1, 15, -4
CC(=O)Nc1ccc(N2CCCC(C)C2)c([N+](=O)[O-])c1 (stereo not given)
    -4, -0.7, 1, -3, 3, -14, -7, -2, 13, 19, -19
Cc1ccccc1N(CC(=O)NCC1CCCO1)C(=O)CNS(=O)(=O)c1ccc(F)cc1 (stereo not given)
    3, 0.6, -8, -4, 6, -8, 3, 8, 6, 10, 0
Cc1ccc(C(=O)Nc2cc(C(F)(F)F)ccc2N2CCCCC2)cc1[N+](=O)[O-]
    -10, 0.8, -1, -1, 16, 11, 0, 7, 13, 14, 11
OCc1nnc2c3ccccc3c(-c3ccccc3)nn12
    9, -0.5, -2, 0, -3, -9, -2, 2, -3, 6, -17
CCOC(=O)[C@@H]1[C@H]2COc3cc(OC)ccc3[C@@H]2N2C(=O)N(c3ccc(Cl)cc3)C(=O)[C@]12C
    6, -0.7, 2, 16, 1, 4, -7, 2, -9, 16, -8
O=C(CN1CCSC1=O)N1CCN(S(=O)(=O)c2ccccc2)CC1
    5, -0.8, -5, 16, -4, -8, 6, 3, 6, 7, 14
O=c1c(O)c(-c2ccc(O)c(O)c2)oc2cc(O)cc(O)c12
    1, 0.6, -11, -7, -19, 6, 0, 90*, 5, -18, -18
